High-throughput results as filed in PubChem BioAssay.
IP6K1 inhibitor = Primary qHTS assay for small molecule inhibitors of Inositol hexaphosphate kinase 1 (IP6K1). Inositol hexakisphosphate kinase 1 (Homo sapiens), Q92551. IP6K1 kinase, ADP-Glo luminescence, 2 h; hits give low values. activity change, % (series mostly up to about 58 µM). hit rate 0.81% among 140,000; in the data active means activity change below about -25%
Target sequence (Q92551 whole entry, looked up): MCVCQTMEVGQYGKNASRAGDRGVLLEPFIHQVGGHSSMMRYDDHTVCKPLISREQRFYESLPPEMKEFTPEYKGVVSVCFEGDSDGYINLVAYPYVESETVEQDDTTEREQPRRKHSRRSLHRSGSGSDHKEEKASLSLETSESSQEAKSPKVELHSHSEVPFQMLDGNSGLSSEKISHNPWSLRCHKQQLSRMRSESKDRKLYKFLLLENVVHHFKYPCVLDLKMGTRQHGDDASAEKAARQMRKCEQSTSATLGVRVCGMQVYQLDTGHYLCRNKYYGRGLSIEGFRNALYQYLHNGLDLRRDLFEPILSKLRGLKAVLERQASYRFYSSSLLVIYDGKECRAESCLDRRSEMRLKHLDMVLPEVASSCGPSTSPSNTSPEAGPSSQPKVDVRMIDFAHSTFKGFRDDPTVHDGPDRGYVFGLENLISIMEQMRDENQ
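ADP-Glo luminescence measures ADP made by human IP6K1 during a 2 h RT reaction with ATP/IP6 (mix at 1.3 mM/130 uM); top library doses 57.5 and 19.1 uM final.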
HEK cytotox = Cytotoxic Profiling in HEK 293 Cell Line of Diverse Libraries Using Quantitative High-Throughput Screening; HEK 293 viability, ATP luminescence (CellTiter-Glo), 48-72 h; Potency, µM (top dose mostly 115 µM), without a hit: at the top dose activity change, negative = cytotoxicity, hits mostly inhibitors; hit rate 6.6% among 94,000; AID 1345083, 2018; further: potency means the concentration at half of the fitted maximal effect; nearly all actives have a fitted effect of over 60% in size
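HEK 293 seeded at 250 cells/well receive compound via pintool. After 48 or 72 hr at 37 degree Celsius, 5% CO2 and 95% humidity, CellTiter-Glo is dispensed and luminescence read following 10 min at room temperature.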
3T3 cytotox = Cytotoxic Profiling in NIH 3T3 Cell Line of Diverse Libraries Using Quantitative High-Throughput Screening. NIH 3T3 viability, CellTiter-Glo ATP luminescence, 48-72 h. Potency, µM (top dose mostly 96.7 µM), for the others: at the top dose activity change, negative = cytotoxicity, hits mostly inhibitors. hit rate 4.3% among 94,000. AID 1345082, 2018; further: potency means the concentration at half of the fitted maximal effect; nearly all actives have a fitted effect of over 55% in size
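Cells were seeded at 400 per well, treated with pin-transferred compound, and kept 48 or 72 hr at 37 °C before CellTiter-Glo addition and luminescence imaging of cellular ATP.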
GPT2 inhibitor = Primary qHTS assay for inhibitors of Glutamate pyruvate transaminase 2 (GPT2); AID 1671188, 2021; Recombinant GPT2, coupled pyruvate oxidase/HRP Amplex Red fluorescence; Alanine aminotransferase 2 (Homo sapiens), Q8TD30; Potency, µM (titrated, usually from 57.7 µM), for inactives: at the highest dose activity change, negative = inhibition, most hits filed as inhibitors; hit rate 0.25% among 100,000; further: potency means the concentration at half of the fitted maximal effect; nearly all actives have a fitted effect of over 60% in size; many of its hits are not listed in these tables
Target sequence (Q8TD30 whole entry, looked up): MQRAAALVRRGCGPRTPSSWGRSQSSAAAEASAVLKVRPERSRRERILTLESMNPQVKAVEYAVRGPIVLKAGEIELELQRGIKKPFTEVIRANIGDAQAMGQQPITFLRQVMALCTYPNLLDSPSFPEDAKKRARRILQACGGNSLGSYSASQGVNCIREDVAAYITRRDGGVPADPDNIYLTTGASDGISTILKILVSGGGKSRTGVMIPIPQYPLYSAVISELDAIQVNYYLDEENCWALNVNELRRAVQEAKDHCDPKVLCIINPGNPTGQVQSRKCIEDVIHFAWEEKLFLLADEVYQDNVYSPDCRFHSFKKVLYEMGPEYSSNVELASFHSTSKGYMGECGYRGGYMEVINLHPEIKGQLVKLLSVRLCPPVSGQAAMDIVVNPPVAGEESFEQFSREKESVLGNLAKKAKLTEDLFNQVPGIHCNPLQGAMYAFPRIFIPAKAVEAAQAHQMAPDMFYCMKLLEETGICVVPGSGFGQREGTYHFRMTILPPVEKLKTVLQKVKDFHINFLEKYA
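Fluorescence read-out: pyruvate from GPT2 turnover coupled to pyruvate oxidase, HRP and Amplex Red (0.2mM ThPP, 0.2U/mL PO and HRP, 50uM Amplex final). Substrates 250uM a-KG, 2mM L-alanine; enzyme 10ng/uL; 30 min RT.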
HEK293 viab = GF-AFC viability counterscreen for inhibitors of alpha-synuclein gene (SNCA) expression. HEK-293-SNCA-luc viability, GF-AFC fluorescence, 24 h. Potency, µM (highest dose often 57.1 µM), inactives show at the highest dose activity change, negative = cytotoxicity, usual class: cytotoxic. hit rate 0.12% among 150,000. AID 1671193, 2021;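 further: potency means the concentration at half of the fitted maximal effect; 0% = DMSO-treated cells and -100% = medium-only wells without cells; nearly all actives have a fitted effect of over 30% in size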
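Cytotoxicity counterscreen: after 24 h compound treatment of genome-edited SNCA-luciferase HEK-293 cells, live-cell protease substrate GF-AFC read by fluorescence after 30 min; activity scaled between DMSO (0%) and medium-only (-100%), curves Hill-fitted.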
SNCA expr inhib = Primary qHTS assay for inhibitors of alpha-synuclein gene (SNCA) expression; AID 1671194, 2021; HEK-293 SNCA-luciferase knock-in, luminescence, 24 h; Potency, µM (top dose mostly 57.2 µM), for the others: at the top dose activity change, negative = inhibition, most hits filed as inhibitors; hit rate 0.17% among 140,000;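 further: potency means the concentration at half of the fitted maximal effect; plate controls were DMSO cells for no effect and cell-free wells for full effect; nearly all actives have a fitted effect of over 45% in size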
FLuc inh = Firefly luciferase inhibition profiling of diverse chemical library using quantitative high-throughput screening; Potency, µM (titrated, usually from 115 µM), for inactives: at the top dose activity change, negative = inhibition, usual class: inhibitors; purified P. pyralis luciferase, luminescence, biochemical; Luciferin 4-monooxygenase (Photinus pyralis), P08659; hit rate 2.5% among 76,000; further: potency means the concentration at half of the fitted maximal effect; nearly all actives have a fitted effect of over 65% in size
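Purified 10nM P. pyralis luciferase with 10uM D-luciferin and 10uM ATP in 50mM Tris acetate pH 7.5, 10mM Mg acetate, 0.01% Tween-20, 0.05% BSA. qHTS titration; luminescence read by CCD imager.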
Active calls of the source: *; i = inactive; ? = inconclusive; . = no result given; [ ] = another dose, or the depositor's remark. Unless noted, the call rests on the fitted dose curve; in most records, active means well fitted curve in the direction sought with a large enough effect; inconclusive means small, poorly fitted or top-dose-only effect, or another doubt; inactive means no such curve, though single readings can be large; an effect the other way counts as inactive or inconclusive. Unless noted, on the % scale 0 is the no-effect control and ±100 the full control effect.

SMILES	IP6K1 inhibitor	HEK cytotox	3T3 cytotox	GPT2 inhibitor	HEK293 viab	SNCA expr inhib	FLuc inh
CN1C(=O)C(CC(=O)N(C)C2CCNCC2)(Cc2ccccc2)c2ccccc21 (configuration not stated)	-12	-7%	3%	-4%	-6%	1%	2%
COC(=O)C(C)C1CCC2(C)C(=O)C=CC(C)(O)C2C1O (configuration not stated)	6	.	.	i	-12%	.	.
COc1ccc(-c2ccc3c(c2)C(=O)N2CC[C@H](NC(=O)NC4CCCCC4)[C@H]2C(=O)N3)cc1	-2	i	-12%	0%	-6%	-10%	-1%
O=C(c1ccnc(Cl)c1)N1CC[C@H]2COC(=O)N2c2cc(F)ccc2C1	-3	-8%[172 µM]	-27%[138 µM]	i	4%[87.6 µM]	5%[87.6 µM]	-15%[172 µM]
COc1ccc(CC(=O)NC2CCN(C(=O)c3ccc(-c4ncccc4C#N)cc3)CC2)cc1	20	-24%	?	i	-11%[12.5 µM]	1%	.
COc1cc(C)c(Cc2cnc(N)nc2N)cc1OC	23	.	.	i	3%[23.9 µM]	-7%[25.6 µM]	.
COc1ccc(-c2c(C)nn3c(N4CCN(c5ccccc5)CC4)cc(C)nc23)cc1OC	-4	.	.	.	7%	-3%	.
Cc1cc(C[C@@H]2COC[C@@H]2NC(=O)c2ccc3n[nH]nc3c2)on1	-4	-5%	1%	-2%	6%	1%	9%
O=C1Nc2ccccc2O[C@H]2C[C@@H]1N(Cc1ccccc1Cl)C2	-13	?	?	1%[88.5 µM]	1%[87.6 µM]	3%[87.6 µM]	1%[172 µM]
Cc1ccc(OCC(=O)N2CCC(Cc3nc(-c4cnccn4)no3)CC2)cc1	-2	-26%	-20%	1%	-15%	-34%	-9%
COc1ccc2oc(-c3ccc(C)c(NC(=O)Cc4ccc(Cl)cc4)c3)nc2c1	-1	.	.	.	-17%	46%[activator]	.
CCc1nc2ccccc2n1CCCCOc1ccc(Cl)cc1	-12	.	.	.	6%	-17%	.
C[C@@H]1CN(CCCn2c3ccccc3c3ccccc32)C[C@H](C)N1	28	.	.	2%	44%[23.9 µM]	-33%[25.6 µM]	.
O=S(=O)(NC1CCN(c2cc(N3CCOCC3)cnn2)C1)c1ccccc1 (configuration not stated)	16	-17%	-15%	1%	-9%	-24%	.
O=C(CCCc1ccccc1)N1CCC(Cc2nc(C3CC3)n[nH]2)C1 (configuration not stated)	0	-6%	?	i	3%	78%[activator]	-13%
CC(=O)NCCCC(=O)N1Cc2ccccc2OC2(CCN(C(=O)N(C)C)CC2)C1	12	0%	i	-9%	-15%	56%[activator]	.
O=C1c2c(-c3nc(-c4ccsc4)no3)nnn2CCN1Cc1cc(F)cc(F)c1	-7	?	?	-12%	17%[12.5 µM]	12%	-8%
Cc1ccc(NC(=O)C2CCN(c3nc4ccccc4nc3C(F)(F)F)CC2)cc1F	18	.	.	.	-6%	1%	.
CC(C)CN1C(=O)c2ccccc2C(C(=O)NCc2ccccn2)C12CCCCC2 (configuration not stated)	7	?	-27%	1%	-5%	-13%	0%
C=CCNC(=O)N[C@H]1[C@H](O)[C@@H](N2CCN(C)CC2)[C@@H]2OC[C@H]1O2	2	-7%[172 µM]	-19%[174 µM]	-14%[88.5 µM]	-6%[87.6 µM]	-19%[87.6 µM]	-3%[172 µM]
COc1cccc(CC(=O)NC2CCN(c3cnn(C)c(=O)c3)CC2)c1	3	i	i	i	13%	5%	5%
Cc1ccc(C(=O)N2CCC(OC3CCN(Cc4ccccc4)CC3)CC2)cc1	-4	-23%	-19%	i	-14%	-44%	-4%
CCN(CC)CC[C@H]1CN(C(=O)CC(C)(C)C)CC[C@H]1CC(=O)O	4	3%[172 µM]	-13%[174 µM]	2%[88.5 µM]	4%[87.6 µM]	-15%[87.6 µM]	-15%[172 µM]
CCCC(=O)N1CCCN(C)c2ccccc21	-6	-11%	-6%	i	0%	2%	5%
O=C(c1ccco1)N1CCc2c(nc(-c3ccc(F)cc3)[nH]c2=O)C1	20	3%	?	-8%	9%	10%	-18%
c1ccc(OC2CNC2)cc1	-7	-7%[230 µM]	i	-13%[88.5 µM]	7%[87.6 µM]	-30%[87.6 µM]	.
COc1ccc([S+](=O)([O-])c2nnn3c2nc(N2CCCCC2)c2ccccc23)cc1	4	-32%	?	-21%	0%	10%	.
COc1ccc(C(=O)Nc2nnc(S(=O)(=O)N3CCOCC3)s2)cc1	12	.	.	.	6%	47%[activator]	.
O=C(c1cccs1)N1CCC(N2C(=O)C(O)C23CCCCC3)CC1 (configuration not stated)	-5	4%	1%	4%	12%	-2%	3%
CN(Cc1ccco1)C(=O)Cc1cccn1-c1cccc(Cl)c1	6	?	-14%	i	0%	-11%	-8%
CCN1C(=O)CN(C(=O)CCc2ccccc2)CC12CCOCC2	14	4%	-24%	i	10%	18%	.
CC(=O)N1CCCC(c2nc(C(C)C)no2)CCNC(=O)CC1 (configuration not stated)	32	2%	-11%	-6%	-4%	-13%	-3%
COc1ccc(NC(=O)Cn2c(=O)n(-c3ccccc3)c(=O)c3ccc(C(=O)NCc4ccc5c(c4)OCO5)cc32)cc1	32	.	.	.	-25%	?	.
O=C(NC1CCCCC1)N1CCC(N2CC(OCC3CC3)C23CCOCC3)CC1 (configuration not stated)	2	0%	-15%	-13%	0%	17%	-1%
CCCCNC(=O)N1CC(C(=O)N2CCCC(C(=O)OCC)C2)CC(c2ccc(F)c(C)c2)C1 (configuration not stated)	23	?	?	i	-12%	2%	2%
O=C(CSc1nc(=O)[nH]c2c1CCC2)NCc1ccccc1	15	.	.	.	1%	57%[activator]	.
N#Cc1cccc(-c2cn3c(n2)N(C(=O)Cc2cccs2)CCC3)c1	11	-29%	-24%	i	3%	-21%	-7%
CC(C)(C(=O)NCc1cccc(C(F)(F)F)c1)C1CCOCC1	5	0%	-8%	4%	-2%[12.5 µM]	2%	-3%
Cc1ccc(C)n1-c1c(C(=O)NCCC(C)C)sc2ncccc12	-12	.	.	.	-17%	-1%	.
CCNC(=O)c1cccnc1OC1CCN(C(=O)CC2CCCC2)C1 (configuration not stated)	21	-1%	-9%	-20%	-6%	-3%	?
COc1ccc(CCCc2nnc(SCC(=O)Nc3ccc(F)cc3)o2)cc1C	-11	.	.	.	0%	4%	.
CC1=C(C(=O)OCc2ccccc2)C(c2ccc(-c3ccccc3)cc2)NC(=O)N1CCCCCC(=O)O (configuration not stated)	-4	.	.	4%	14%	.	.
O=C(NCc1ccncc1)C1CN(C(=O)c2ccccc2F)CC12CCOCC2 (configuration not stated)	2	i	i	-1%	3%	-13%	-3%
COc1ccc(S(=O)(=O)N(CCc2ccccc2)CC(=O)NCc2ccccc2)cc1	29	.	.	.	2%	?	.
COc1ccc(/C=C/c2nc(C#N)c(N3CCCCCC3)o2)cc1OC	-2	.	.	.	?	91%[activator]	.
CCNC(=O)[C@@H]1C[C@H](NC(=O)c2cccc(Cl)c2)CN1C1CCOCC1	5	i	0%	4%	-2%	-22%	2%
Cc1noc2c(-c3cccnc3NCc3cnccn3)cc(-c3ccccc3)nc12	10	?	-11%[138 µM]	-9%[88.5 µM]	10%[87.6 µM]	-15%[87.6 µM]	1%[172 µM]
Cc1ccoc1C(=O)N1CCc2c(nc(-c3cccnc3)nc2N(C)C)C1	-1	?	-22%	1%	-11%	13%	0%
O=C(CN1CCSc2ccccc21)N1CCN(c2ccccc2)CC1	2	.	.	.	16%	11%	.
CN(C)C[C@@H]1CN(c2ccncn2)C[C@H]1NC(=O)c1ccc(Cl)cc1	11	-23%	-15%	i	-7%	-22%	3%
COc1ccc2[nH]c3c(c2c1)CCNC31CCN(S(=O)(=O)c2cccnc2)CC1	-4	25µM*	?	-16%	-6%[12.5 µM]	19%	6%
O=C(Nc1ccc(C(F)(F)F)cc1)C1CCN(c2cnccn2)CC1	-3	.	.	.	-1%	-11%	.
CCOC(=O)COc1ccc(F)cc1C(=O)c1ccn2nc(-c3ccc(Cl)cc3)cc2n1	-3	.	.	.	-11%	6%	.
CN(C(=O)CN1C(=O)C(c2ccccc2)=NC12CCCCC2)c1ccccc1	16	?	-8%	i	-5%[12.5 µM]	-22%	-4%
COc1ccccc1CNC(=O)c1c2c(nc3ccccc13)C(=O)N(C1CCCCC1)C2	25	.	.	.	-13%	-10%	.
Cc1cccc2c(C3CCN(S(=O)(=O)c4cc(F)c(F)cc4Cl)CC3)c[nH]c12	-12	?	32µM*	-12%	-1%	-13%	-1%
CC(=O)Nc1ccc(C(=O)N2CCc3cn(CC(C)C)c4cccc(c34)C2)cc1	14	?	?	3%	21%	9%	-5%
O=C(Nc1ccc(F)cc1)c1cccn2cncc12	3	?	-27%[138 µM]	-21%[88.5 µM]	-1%[87.6 µM]	-20%[87.6 µM]	45µM*
CCn1c(C(=O)N2CCC(C(=O)N3CCN(c4ccc(OC)cc4)CC3)CC2)cc2sccc21	-4	.	.	.	-6%	24%	.
C[C@@H]1O[C@@H](O[C@H]2[C@H](O)[C@@H](C(=O)O)O[C@@H](O[C@H]3CC[C@@]4(C)C(CC[C@]5(C)C4CC=C4C6CC(C)(C)CC[C@]6(C(=O)O)CC[C@]45C)C3(C)C)[C@@H]2O[C@@H]2OC[C@@H](O)[C@H](O)[C@H]2O)[C@H](O)[C@H](O)[C@H]1O (some centres not stated)	-3	.	.	i	-11%[12.5 µM]	.	.
CCc1cccc(NC(=O)Cn2nc(CC)n3c(cc4cc(C)ccc43)c2=O)c1	13	.	.	.	11%	108%[activator]	.
O=C(CC1CCN(C(=O)C2CCCC2)C1)N1CCOCC1 (configuration not stated)	4	-4%	3%	i	-20%[12.5 µM]	0%	-2%
Cc1cccc(C(=O)NCC2CCCCC(=O)N2)c1 (configuration not stated)	-19	i	-5%	i	3%	?	2%

Part of the list above, with each value named:
CN(C(=O)CN1C(=O)C(c2ccccc2)=NC12CCCCC2)c1ccccc1
  IP6K1 inhibitor: 16 | HEK cytotox: ? | 3T3 cytotox: -8% | GPT2 inhibitor: i | HEK293 viab: -5%[12.5 µM] | SNCA expr inhib: -22% | FLuc inh: -4%

COc1ccccc1CNC(=O)c1c2c(nc3ccccc13)C(=O)N(C1CCCCC1)C2
  IP6K1 inhibitor: 25 | HEK cytotox: . | 3T3 cytotox: . | GPT2 inhibitor: . | HEK293 viab: -13% | SNCA expr inhib: -10% | FLuc inh: .

Some of the compounds tested. The share of hits here may be higher or lower than overall.
